# A549 viability = A549 cytotoxicity, counter-screen for Nrf2 inhibitors | Potency, µM (top dose mostly 46 µM), without a hit: at the top dose activity change, negative = cytotoxicity, actives largely listed as inhibitors | AID 504648 | A549 ARE-Fluc cells, CellTiter-Fluor viability, 18-24 h | hit rate 0.16% among 390,000; note: % is set by controls: 0 for no effect and ±100 for the full control effect
#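 Cytotoxicity counterscreen: CellTiter-Fluor fluorescence was measured in A549 ARE_Fluc cells after 18-24 h of compound exposure in a concentration series. The subsequent BugLite luminescent read reports ARE-luciferase activity.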
# EPAC2 antag = EPAC2 (human) antagonism; Q8WZA2; EPAC2 GEF exchange of Rap1B-BODIPY-GDP, fluorescence; Potency, µM (top dose mostly 114 µM), without a hit: at the highest dose activity, negative = inhibition, actives largely listed as inhibitors; hit rate 0.18% among 360,000; AID 720708; note: % is set by controls: 0 for no effect and ±100 for the full control effect; nearly all actives have a fitted effect of over 45% in size; many of its hits are not listed in these tables
# Target sequence (Q8WZA2 whole entry, looked up): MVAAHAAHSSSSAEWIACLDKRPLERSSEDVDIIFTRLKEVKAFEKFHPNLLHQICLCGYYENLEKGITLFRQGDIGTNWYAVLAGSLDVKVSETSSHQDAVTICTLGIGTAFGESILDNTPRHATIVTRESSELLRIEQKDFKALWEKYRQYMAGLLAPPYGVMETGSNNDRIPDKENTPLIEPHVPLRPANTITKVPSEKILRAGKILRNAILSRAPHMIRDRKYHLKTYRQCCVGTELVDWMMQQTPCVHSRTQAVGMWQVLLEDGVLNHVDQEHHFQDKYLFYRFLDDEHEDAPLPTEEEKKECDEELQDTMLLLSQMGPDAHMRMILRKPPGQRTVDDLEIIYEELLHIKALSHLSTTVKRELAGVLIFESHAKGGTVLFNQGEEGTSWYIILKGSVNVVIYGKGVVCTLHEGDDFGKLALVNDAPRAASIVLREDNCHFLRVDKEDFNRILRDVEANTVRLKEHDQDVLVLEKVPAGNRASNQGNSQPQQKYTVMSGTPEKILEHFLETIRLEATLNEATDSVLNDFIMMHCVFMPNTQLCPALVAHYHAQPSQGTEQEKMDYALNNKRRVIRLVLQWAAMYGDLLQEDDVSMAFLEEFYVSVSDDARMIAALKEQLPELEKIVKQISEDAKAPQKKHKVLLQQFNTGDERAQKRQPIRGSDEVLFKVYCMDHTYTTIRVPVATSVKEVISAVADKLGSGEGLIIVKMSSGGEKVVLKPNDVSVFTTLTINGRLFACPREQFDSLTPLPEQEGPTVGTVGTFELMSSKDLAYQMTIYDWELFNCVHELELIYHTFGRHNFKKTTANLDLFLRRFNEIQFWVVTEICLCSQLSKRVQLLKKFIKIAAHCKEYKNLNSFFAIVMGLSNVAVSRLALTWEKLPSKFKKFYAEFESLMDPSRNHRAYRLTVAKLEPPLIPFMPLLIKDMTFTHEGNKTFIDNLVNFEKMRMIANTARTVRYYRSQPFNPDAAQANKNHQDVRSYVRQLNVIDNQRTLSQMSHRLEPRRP
# TGFb inhibitor = TGF-b pathway inhibition. HepG2 CAGA-GFP TGF-b/SMAD3 reporter, GFP fluorescence, 18 h; TGF-beta stimulated, 500 pg/mL final. Potency, µM (titrated, usually from 46.1 µM), inactives show at the top dose activity, negative = inhibition, most hits filed as inhibitors. hit rate 1.2% among 410,000; note: % is set by controls: 0 for no effect and ±100 for the full control effect; nearly all actives have a fitted effect of over 65% in size
#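 HEPG2 CAGA-GFP reporter cells (1000/well, DMEM with 1% FBS) received compounds, then recombinant TGF-beta at 500 pg/mL final for 18 hours at 37 degrees C. Per-cell GFP summed per well was normalised to unstimulated and stimulated DMSO controls before curve fitting.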
# MCF10A rerep = DNA re-replication induction in MCF 10a cells; MCF 10A DNA re-replication, Hoechst nuclear intensity, 48 h; Potency, µM (top dose mostly 46.1 µM), inactives show at the top dose activity, positive = re-replication, usual class: activators; hit rate 2.9% among 350,000; AID 624296; note: % of control where 0% means no effect; nearly all actives have a fitted effect of over 50% in size
# Nrf2 inh = blocks Nrf2 signaling | A549 ARE-Fluc reporter, luciferase luminescence, 18-24 h | Potency, µM (top dose mostly 46 µM), without a hit: at the top dose activity change, negative = inhibition, actives largely listed as inhibitors | hit rate 2.1% among 360,000 | AID 504444; note: % is set by controls: 0 for no effect and ±100 for the full control effect; nearly all actives have a fitted effect of over 60% in size
#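 A549 ARE_Fluc cells (5000/well, 5% FBS OPTI-MEM) pre-incubated 2 h, then treated with compounds 18-24 h at 37C/5% CO2 in concentration-response. CellTiter-Fluor viability read first; BugLite luciferase luminescence after 15 min at room temperature gives Nrf2 activity.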
# ATXN2 expr inh = reduces ATXN2 reporter expression in HEK-293 cells; HEK-293 ATXN2-luciferase reporter, luminescence, 24 h; Potency, µM (highest dose often 57 µM), for inactives: top-dose activity change, negative = inhibition, usual class: inhibitors; hit rate 0.72% among 360,000; AID 1745845; note: % is set by controls: 0 for no effect and ±100 for the full control effect; nearly all actives have a fitted effect of over 55% in size
#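 qHTS (up to 57 uM final) was run with 24 h compound exposure of reporter cells at 37 °C. Each well was multiplexed: SteadyGlo luminescence measured ATXN2-luciferase expression after a fluorogenic Gly-Phe-AFC viability readout (25 uM final).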
# ATXN viability = reduces viability in counter-screen for ATXN expression inhibitors | hit rate 0.49% among 400,000 | AID 651635 | S2 cells (HEK-293 line with an ATXN2-luciferase reporter) viability, CellTiter-Fluor protease fluorescence, 24 h | Potency, µM (top dose mostly 56.7 µM), usual class: cytotoxic; note: nearly all actives have a fitted effect of over 40% in size
# HepG2 tox = kills HepG2 cells in TGF-b inhibitor counter-screen; HepG2 CAGA-GFP viability, ATP luminescence, 18 h; Potency, µM (series often up to 46.1 µM), for inactives: at the top dose activity change, negative = cytotoxicity, actives largely listed as cytotoxic; hit rate 0.76% among 410,000; AID 588856; note: some results filed as inactive show a strong effect at the top dose
#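 HepG2 CAGA-GFP cells (1000/well, DMEM with 1% FBS) received compound, then TGF-beta at 500 pg/mL final, and were incubated 18 hours at 37 degrees C. Viability was read by CellTiter-Glo luminescence. Media-only wells were set as complete cell-killing and DMSO as no toxicity.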
# Nrf2 activator = activates Nrf2 signaling; AREc32 ARE-luciferase reporter (MCF7-derived line), luminescence, 24 h; Potency, µM (doses to about 46.1 µM), for inactives: top-dose activation, most hits filed as activators; hit rate 0.31% among 410,000; AID 624171; note: % of control where 0% means no effect; nearly all actives have a fitted effect of over 65% in size
#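 AREc32 cells carrying an ARE-driven firefly luciferase reporter were seeded at 1000 cells/well in OPTI-MEM with 5% FBS, then exposed to compound for 24 hr at 37 deg C. Luminescence was read with Steady-Glo after 30 min at RT.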
# The depositor's hits bear a star; i = inactive; u = inconclusive; x = not tested or not shown; [ ] = another dose, or the depositor's remark. Calls come from the whole dose curve; as a rule, active = well fitted curve in the direction sought with a large enough effect; inconclusive = small, poorly fitted or top-dose-only effect, or another doubt; inactive = no such curve, though single readings can be large; an effect the other way counts as inactive or inconclusive. Potency is the fitted concentration of half-maximal effect. Some of the compounds tested. The share of hits here may be higher or lower than overall.
SMILES,A549 viability,EPAC2 antag,TGFb inhibitor,MCF10A rerep,Nrf2 inh,ATXN2 expr inh,ATXN viability,HepG2 tox,Nrf2 activator
CC(C)c1ccc(S(=O)(=O)NC2CCS(=O)(=O)C2)cc1 (stereo not drawn),6%,-24%,8%,1%,-2%,-19%,i,-10%,-0.2%
O=C(CN1CCOCC1)Nc1cc(Cl)ccc1Cl,x,-1%,13%,5%,u,-3%,i,-12%,-0.7%
Cc1cccc(-n2c(CNC(=O)c3ccc(S(=O)(=O)N4CCCC4)cc3)n[nH]c2=S)c1,3%,4%,0%,-11%,7%,8%,i,-3%,0.4%
COc1c2c(cc3ccc(=O)oc13)CCO2,-5%,-14%,-2%,-4%,-3%,-9%,i,-23%,0.1%
Cc1cc(C)nc(SCC(=O)N2CCC(C(N)=O)CC2)n1,1%,2%,-36%,u,4%,16%,i,10%,0.3%
CCOc1ccccc1N1CC(C(=O)Nc2ccccc2N2CCOCC2)CC1=O (stereo not drawn),3%,16%,3%,0%,7%,42%[activator],i,-2%,0.1%
Cn1c(Cc2ccccc2)nnc1SCC(=O)NC1CC1,-27%,5%,3%,-1%,x,29%,i,-9%,-0.2%
CCC(=O)Oc1ccc(C(=O)Nc2ccc([N+](=O)[O-])cc2)cc1,-6%,5%,0%,0%,25%,54%[activator][11.3 µM],i,3%,1.0%
CC(=O)c1cc(CN2CCN(Cc3ccccc3)C(CCO)C2)cs1 (stereo not drawn),-1%,-1%,19%,8%,-6%,-13%,i,1%,0.2%
COC(=O)c1c(NC(=O)c2cccc(N3C(=O)CCC3=O)c2)sc2c1CCN(C(C)=O)C2,-1%,-2%,-10%,-2%,1%,7%,i,-3%,2.0%
COc1cc(/C=N/NC(=O)c2ccccn2)cc2c1OCO2,1%,7%,1%,0%,17%,44%[activator],x,-14%,2.9%
COc1cccc(NC(=O)C2CCN(c3ccc(Sc4ccc(C)cc4)nn3)CC2)c1,-13%,x,u,x,-27%,-9%,i,-29%,4.7%
CCc1ccc2[nH]c(=O)c(C(c3nnnn3Cc3ccccc3)N3CCOCC3)cc2c1 (stereo not drawn),3%,9%,0%,4%,4%,-10%,i,-3%,-1.0%
CCn1ncc2c(OCc3ccc(C#N)cc3)cc(C)nc21,-14%,-11%,-11%,u,u,-22%,i,-18%,0.0%
Cc1ccc(CNC(=O)Cn2cnc3c(NC(=O)OCc4ccccc4)ncnc32)o1,15%,-3%,-7%,10%,-1%,6%,i,-55%,0.0%
COc1ccc(C(=O)Nc2ccccc2Cc2ccccc2)c(OC)c1,-6%,-3%,u,u,0%,0%,i,7%,5.6%
CCOC(=O)c1cc2c(c(CCO)n1)[C@@H](CCO)N(S(=O)C(C)(C)C)C2 (stereo partly drawn),6%,2%,-4%,-5%,8%,3%,i,3%,-1.0%
Cc1ccc(C(=O)NCCNC(=O)c2ccccn2)cc1,0%,5%,7%,-1%,-13%,12%,i,11%,-0.2%
Cc1cnc(NC(=O)CCc2ccccc2)s1,-4%,7%,-1%,10µM*,23%,x,i,-6%,0.7%
COc1ccc(S(=O)(=O)N2CCCCCC2)cc1C(=O)N(C)Cc1ccc(Cl)cc1Cl,-30%,-17%,16µM*,2.1µM*,u,u,u,0%,2.9%

# Filtered by structure, the compounds so far containing a thiophene ring, fused or not.
SMILES,A549 viability,EPAC2 antag,TGFb inhibitor,MCF10A rerep,Nrf2 inh,ATXN2 expr inh,ATXN viability,HepG2 tox,Nrf2 activator
CC(=O)c1cc(CN2CCN(Cc3ccccc3)C(CCO)C2)cs1 (stereo not drawn),-1%,-1%,19%,8%,-6%,-13%,i,1%,0.2%
COC(=O)c1c(NC(=O)c2cccc(N3C(=O)CCC3=O)c2)sc2c1CCN(C(C)=O)C2,-1%,-2%,-10%,-2%,1%,7%,i,-3%,2.0%

# More structures follow.
SMILES,A549 viability,EPAC2 antag,TGFb inhibitor,MCF10A rerep,Nrf2 inh,ATXN2 expr inh,ATXN viability,HepG2 tox,Nrf2 activator
Cc1csc(SCC(=O)Nc2cccc(S(=O)(=O)N3CCCC3)c2)n1,-5%,11%,-7%,-2%,-7%,-3%,i,8%,0.7%
CCOc1ccccc1OCCCC(=O)Nc1sccc1C(N)=O,-2%,5%,u,u,10%,21%,i,4%,0.7%
COc1ccccc1NCC(=O)N/N=C/c1sccc1C,4%,-2%,17%,11%,u,-9%,x,-6%,4.4%
COc1ccc(S(=O)(=O)N2CCC(C(=O)Nc3cccc(C(C)=O)c3)CC2)cc1C,-18%,-4%,-3%,23%,u,-9%,i,-33%,0.1%
CC(C)CC(=O)Nc1ccc2c(c1)OCO2,0%,8%,1%,1%,u,1%,i,7%,3.6%
CCCCC(=O)Nc1ccc(C(=O)Nc2ccc(OC)cc2[N+](=O)[O-])cc1,u,41%[activator],86%[activator],28%,21µM*,u,u,-54%,-0.6%
CC(C)c1ccc(NC(=O)c2ccc(F)c(S(=O)(=O)N3CCc4ccccc4C3)c2)cc1,-18%,x,-38%,x,x,x,x,-16%,0.8%
CCOC(=O)Cn1nc(-c2ccccc2)ccc1=O,4%,20%,-4%,-19%,x,28%,i,0%,-0.1%
COc1ccc(OCC(=O)N2CCN(S(=O)(=O)c3ccc(Cl)s3)CC2)cc1,28%,-6%,0%,1%,-6%,u,i,-26%,0.3%
O=C1C2CC=CCC2C(=O)N1c1ccc(NCCc2ccccc2F)c([N+](=O)[O-])c1 (stereo not drawn),0%,0%,5%,-4%,23%,49%[activator],i,15%,-0.1%[9.22 µM]
N#Cc1ccc(C(=O)Nc2ccc([N+](=O)[O-])cc2)c(F)c1,1%,2%,-6%,3%,u,-18%,i,14%,-0.7%
COc1ccc(CC(=O)Nc2cc(-c3cn4cccnc4n3)ccc2OC)cc1,6%,x,u,x,x,x,x,-10%,3.1%
COc1ccc(Cc2nc3ccc(C(=O)NCCn4ccnc4C)cc3o2)cc1OC,8%,5%,-3%,1%,12%,9%,i,17%,-1.0%
O=C(O)C1CCCCC1C(=O)NC1CCCCC1 (stereo not drawn),-4%,10%,0%,8%,-8%,3%,i,-1%,0.4%
COc1ccc(-c2ncc(CN3CCN(CCC(C)C)C(CCO)C3)cn2)cc1 (stereo not drawn),1%,3%,-1%,-10%,30%,2%,i,-13%,0.0%[9.22 µM]
Cn1c(NC(=O)c2ccc(F)c(F)c2)cc(=O)n(C)c1=O,1%,13%,0%,-5%,3%,1%,i,0%,-1.1%
CCOC(=O)C1CCN(S(=O)(=O)c2c(C)[nH]c(=O)[nH]c2=O)CC1,0%,7%,16%,0%,u,1%,i,14%,-0.4%
O=C(CSc1nc2ccccc2[nH]1)N/N=C/C=C\c1ccccc1[N+](=O)[O-],12%,-7%,-8%,u,6%,-2%,i,-13%,u
O=C(NCc1ccccc1)c1ccc(Cl)nc1,1%,-1%,16%,-1%,-5%,-21%[11.3 µM],i,-3%,2.6%
CN1CCN(C(=O)CSc2ccc(C(F)(F)F)cc2[N+](=O)[O-])CC1,2%,3%,6%,u,2%,3%,i,3%,5.4%
CCOc1ccc(C(=O)Nc2c3c(nn2-c2ccc(C)cc2)CS(=O)C3)cc1OCC (stereo not drawn),-3%,23%,-1%,-1%,-3%,-1%,i,-10%,-0.8%
CCOC(=O)c1nn(-c2ccc(C)cc2)c(=O)cc1OCC(=O)Nc1cccc(C)c1,8%,25%,-17%,18%,-9%,6%,i,-3%,-0.8%
O=C(Nc1cc([N+](=O)[O-])ccc1N1CCOCC1)c1cccs1,2%,8%,7%,-1%,2%,-8%,i,7%,-0.2%
COc1ccc(NC(=O)CS(=O)c2ccc(Cl)c(Cl)c2)cc1 (stereo not drawn),1%,-5%,0%,0%,13%,4%,i,1%,-0.2%
O=C(Cc1ccc2c(c1)OCCO2)Nc1cccc(S(=O)(=O)N2CCOCC2)c1,3%,-1%,0%,0%,-12%,-4%,i,-4%,-0.2%
O=C(COC(=O)c1ccc2c(c1Cl)C(=O)c1ccccc1C2=O)NC1CCCCC1,-1%,-19%,-2%,u,-3%,-38%,u,-10%,2.0%
CCn1c(=O)c2c(nc(SCC(=O)NCC3CCCO3)n2C)n(C)c1=O (stereo not drawn),3%,0%,-11%,9%,4%,7%,i,1%,0.1%
COc1ccccc1NC(=O)c1ccccc1-c1ccccc1C(=O)O,-1%,8%,0%,-4%,0%,2%,i,-31%,0.2%
O=C(OCC(=O)N1CCOCC1)c1ccccc1O,1%,3%,2%,7%,23%,40%[activator],i,-11%,3.0%
COc1cccc(CNC(=O)c2ccc(Cl)c(NC3=NC4CS(=O)(=O)CC4S3)c2)c1 (stereo not drawn),8%,-4%,3%,-2%,-1%,8%,i,0%,-0.2%
CC1(C)CC(=O)C(N=Nc2ccc(F)cc2)=C(O)C1,1%,3%,-13%,4%,2%,1%,i,-10%,0.0%
CC(Sc1nnc(-c2ccncc2)n1-c1ccc(F)cc1)C(=O)NC1CC1 (stereo not drawn),-6%,4%,8%,-18%,9%,6%,i,7%,-0.9%
COc1ccccc1NC(=O)C(=O)NCCc1csc(-c2cccc(F)c2)n1,u,x,-6%,x,x,-7%,i,-40%,0.3%
Cc1cc(Cl)c(OCCN2C(=O)NC(C)(C)C2=O)c(Br)c1,-4%,-2%,-5%,1%,-30%,x,x,-4%,-0.2%
O=C(C1CCCCC1)N1CCc2ccccc21,5%,-5%,-6%,1%,-7%,3%,i,-14%,0.2%[9.22 µM]
CCCCCCCn1c(=N)n(CC(=O)c2ccco2)c2ccccc21,u,-1%,u,1%,-11%,u,u,-92%,3.6%
C=CCn1c(SCCNC(C)=O)nc2cc(-c3ccccc3)sc2c1=O,6%,3%,24%,-5%,2%,15%,i,1%,2.4%
COc1ccccc1CNC(=O)C1CCC(CNS(=O)(=O)c2cccc3cccnc23)CC1 (stereo not drawn),7%,-1%,-1%,3%,6%,0%,i,-22%,2.5%
